PfHsp40 yeast: rescue of PfHsp40-mediated yeast toxicity | S. cerevisiae expressing PfHsp40, growth rescue, ATP luminescence | growth rescue, % at 12.5 µM | 0.68% of 340,000 active | AID 504582; in the data active = growth rescue above about 28%, passing the limit was not always enough;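 note: yeast W303a lacking pdr1 and pdr3 grown in galactose medium; growth measured after three days at 30 °C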
Anthrax LF inh2: anthrax lethal factor protease inhibition; P15917; multiplex microsphere protease cleavage assay, LF; inhibition, % at 10 µM; 0.12% of 360,000 active; note: plate controls were buffer without enzyme for full effect and enzyme alone for no effect
Target sequence (P15917 whole entry, looked up): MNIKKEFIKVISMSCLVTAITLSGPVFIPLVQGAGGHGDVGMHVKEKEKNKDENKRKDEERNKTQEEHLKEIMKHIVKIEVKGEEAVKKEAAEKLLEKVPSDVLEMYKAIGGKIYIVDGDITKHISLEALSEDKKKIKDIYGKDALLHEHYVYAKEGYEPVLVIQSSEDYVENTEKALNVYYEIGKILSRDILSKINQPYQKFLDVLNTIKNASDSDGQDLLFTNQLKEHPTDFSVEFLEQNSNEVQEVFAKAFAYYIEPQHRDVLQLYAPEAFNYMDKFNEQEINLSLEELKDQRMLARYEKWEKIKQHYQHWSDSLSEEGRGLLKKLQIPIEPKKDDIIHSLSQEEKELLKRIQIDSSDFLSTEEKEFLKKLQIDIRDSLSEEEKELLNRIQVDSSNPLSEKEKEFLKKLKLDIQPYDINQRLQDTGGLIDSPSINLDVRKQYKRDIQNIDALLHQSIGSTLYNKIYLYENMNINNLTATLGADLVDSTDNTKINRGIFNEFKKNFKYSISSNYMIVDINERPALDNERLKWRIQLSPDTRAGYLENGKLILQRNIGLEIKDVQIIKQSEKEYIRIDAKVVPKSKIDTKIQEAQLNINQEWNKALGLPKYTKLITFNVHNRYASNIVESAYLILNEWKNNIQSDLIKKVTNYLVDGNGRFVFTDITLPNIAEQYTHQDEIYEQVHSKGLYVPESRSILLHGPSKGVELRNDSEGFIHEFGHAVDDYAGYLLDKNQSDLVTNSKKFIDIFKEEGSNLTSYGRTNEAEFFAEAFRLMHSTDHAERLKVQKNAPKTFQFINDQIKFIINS
BoNT A protease: inhibitors of Botulinum neurotoxin A light chain protease; 0.17% of 360,000 active; inhibition, % at 10 µM; multiplex microsphere protease substrate cleavage, flow cytometry; note: plate controls were buffer without enzyme for full effect and enzyme alone for no effect
CCHF vOTU inh: blocks the CCHF virus ovarian tumor domain protease; CCHFV vOTU protease, Pep-AMC fluorescence; inhibition, % at 11.5 µM; 0.55% of 370,000 active; AID 651958; in the data active = inhibition above about 30%; note: 0% = vehicle wells with enzyme and 100% = no enzyme wells
TcdB GH inh: blocks C. difficile toxin B glycohydrolase activity. P18177. TcdB glycohydrolase enzymatic assay, plate reader. inhibition, % at 9.99 µM. 0.24% of 350,000 active. AID 652162; in the data active = inhibition above about 10%
SARS 3CLpro inh: SARS-CoV 3CLpro protease inhibition; inhibition, % at 6 µM; recombinant SARS-CoV 3CLpro, quenched FRET peptide cleavage; 0.14% of 290,000 active; AID 1706; P0C6X7; in the data active = inhibition above about 12%
Y pestis TopoI: blocks Yersinia pestis topoisomerase I activity. Y. pestis Topo-I cleavage product accumulation, plate reader. activity, % at 10 µM. 0.064% of 360,000 active; in the data active = activity above about 50%, passing the limit was not always enough; note: inactives centre near 2
VHR inh abs: DUSP3 (human) phosphatase inhibition; 0.52% of 290,000 active; recombinant VHR phosphatase, pNPP absorbance; inhibition, % at 13.3 µM; P51452; AID 1654; in the data active = inhibition above about 50%; note: some compounds called inactive have numbers as strong as hits
Target sequence (P51452 whole entry, looked up): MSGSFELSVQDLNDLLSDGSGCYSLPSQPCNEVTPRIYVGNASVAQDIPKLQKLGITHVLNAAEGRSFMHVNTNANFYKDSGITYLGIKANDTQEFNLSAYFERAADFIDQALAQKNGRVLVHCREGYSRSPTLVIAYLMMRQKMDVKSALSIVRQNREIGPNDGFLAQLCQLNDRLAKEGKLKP
Vc quorum ag: quorum light induction in luxS cqsA deficient V. cholerae | AID 588436 | 0.16% of 350,000 active | V. cholerae BH1578 lux reporter, luminescence, 6 h | activation, % at 18.7 µM; in the data active = activation mostly above about 9.7%, no sharp cut-off; note: not every result past the cut was called active; inactives centre near 0; reference of the scale not given here
SSB-PriA inh: inhibitors of Klebsiella pneumoniae PriA binding to SSB C-terminal tail | AlphaScreen SSBct-PriA binding, biotinylated peptide | inhibition, % at 33 µM | 0.6% of 430,000 active | AID 1272365; in the data active = inhibition mostly above about 37%, no sharp cut-off; inactive = mostly below about 20%;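 note: plate controls were negative control peptide for no effect and reference peptide for full effect; strong numbers were not always called active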
Starred values were filed as active, the others as inactive; i = inactive; · = no result given; & = joins results of further samples. Cut-off read from the data, not from the text of the source, unless noted: active = inhibition above about 30%; inconclusive = no clear call, values can overlap the other calls; inactive = below that. A portion of the library. The share of hits here may be higher or lower than overall.

Each structure is followed by: PfHsp40 yeast | Anthrax LF inh2 | BoNT A protease | CCHF vOTU inh | TcdB GH inh | SARS 3CLpro inh | Y pestis TopoI | VHR inh abs | Vc quorum ag | SSB-PriA inh
CCN(C1CCS(=O)(=O)C1)S(=O)(=O)c1cc(C)ccc1C (stereo unspecified)
→ 3.8 | · | · | 6 | -1.0 | · | 17 | · | -1.8 | 0
COc1ccc(/C=C(\NC(=O)c2cccs2)C(=O)N2CCOCC2)cc1OC
→ -0.1 | 0 | 0.2 | 8 | · | 1 | 2 | 5 | -0.2 | -7
O=S(=O)(c1ccc2ccccc2c1)N1CCN(Cc2ccccn2)CC1
→ -0.1 | 5 | 0.3 | -3 | 0.5 | 3 | 14 | -10 | -0.2 | 5
CCCC(C)(C)C(=O)N1CCC1(C)C(=O)NS(=O)(=O)c1ccccc1Cl (stereo unspecified)
→ · | -2 | -0.8 | -5 | -1.2 | · | -1 | · | 0.2 | ·
Cc1nn2c3c(cnc2c1-c1ccccc1)C(=O)CCC3
→ 0.4 | 4 | 2.0 | 10 | · | -3 | -1 | 32 | -0.2 | -12
CC1CCCC(C)N1CC(O)COCc1ccccc1F (stereo unspecified)
→ -1.2 | -2 | -0.2 | -6 | 0.9 | 2 | 0 | · | i | -1
COc1ccc(NC(=O)C2CCCC2)cc1S(=O)(=O)N1CCOCC1
→ -1.5 | -1 | -3.2 | -2 | · | · | 4 | · | i | 7
Cc1cc(-c2ccccc2)n[nH]1
→ 1.6 | 0 | -0.5 | -1 | -0.5 | 0 | 3 | 5 | -0.6 | -5
N=C(N)c1ccc(Cl)cc1
→ -0.4 | 0 | -0.4 | -15 | 0.8 | 4 | 9 | 11 | -1.3 | -9
CCOc1ccc(CCN2C(=S)N([C@@H](CC(C)C)CN3CCC[C@@H]3CN3C(=S)NC[C@@H]3Cc3ccc(O)cc3)C[C@@H]2Cc2ccc(O)cc2)cc1
→ · | 0 | -0.4 | 23 | 1.0 | · | · | · | · | ·
O=C1C2CCCCN2C(=O)N1CCCCN1CCN(c2cccc(Cl)c2)CC1 (stereo unspecified)
→ 1.0 | -2 | -0.8 | -5 | 2.5 | -2 | 18 | -41 | i | -14
COc1cccc(NC(=O)CCc2nnc3ccc(N4CCN(c5cccc(OC)c5)CC4)nn23)c1
→ -0.3 | -3 | 0.3 | · | · | -3 | 2 | -6 | -0.2 | -9
Cc1cc(C)c(NC(=O)CSc2nnc(CNC(=O)c3c(F)cccc3Cl)o2)c(C)c1
→ 0.0 | 0 | -0.5 | 14 | 0.0 | -2 | -5 | 10 | -0.5 | 2
CN(C(=O)CN1C(=O)C2C3CC(C(Br)C3Br)C2C1=O)C1CCCCC1 (stereo unspecified)
→ 0.5 | -7 | -0.7 | -15 | 1.1 | 1 | -1 | -9 | -4.8 | -4
CCN(CC(=O)Nc1cc(Cl)cc(Cl)c1)CC(=O)NC1CCS(=O)(=O)C1 (stereo unspecified)
→ 0.3 | 3 | -0.1 | -5 | 0.1 | · | 9 | · | -1.2 | -18
CCCNC(=O)c1cc(C2CCCN(S(=O)(=O)c3cccc4cccnc34)C2)on1 (stereo unspecified)
→ · | -3 | -0.3 | -5 | 1.7 | · | 8 | · | -5.0 | ·
CC(Sc1ncnc2sc(-c3ccccc3)cc12)C(N)=O (stereo unspecified)
→ 2.7 | -4 | -0.9 | -8 | 0.1 | -6 | 24 | 5 | i | 9
CC(=O)c1ccc(NC(=O)C2CCN(S(=O)(=O)c3cccs3)CC2)cc1
→ -0.2 | 3 | -0.2 | 8 | 0.6 | -3 | -12 | -1 | -0.8 | 0
CCOC(=O)c1c(C)nc2c(c1C)c(=O)oc1ccccc12
→ 0.4 | -3 | -0.5 | 2 | · | 0 | -3 | -14 | i | -15
O=C(Cn1nnc(-c2ccccc2)n1)OCc1csc(-c2ccccc2)n1
→ 0.0 | 1 | -0.3 | 1 | · | 6 | 18 | 32 | -0.3 | 0

2 entries picked at random from the list so far, as already listed:
Each structure is followed by: PfHsp40 yeast | Anthrax LF inh2 | BoNT A protease | CCHF vOTU inh | TcdB GH inh | SARS 3CLpro inh | Y pestis TopoI | VHR inh abs | Vc quorum ag | SSB-PriA inh
CCOc1ccc(CCN2C(=S)N([C@@H](CC(C)C)CN3CCC[C@@H]3CN3C(=S)NC[C@@H]3Cc3ccc(O)cc3)C[C@@H]2Cc2ccc(O)cc2)cc1
→ · | 0 | -0.4 | 23 | 1.0 | · | · | · | · | ·
CC(Sc1ncnc2sc(-c3ccccc3)cc12)C(N)=O (stereo unspecified)
→ 2.7 | -4 | -0.9 | -8 | 0.1 | -6 | 24 | 5 | i | 9

Next part.
Each structure is followed by: PfHsp40 yeast | Anthrax LF inh2 | BoNT A protease | CCHF vOTU inh | TcdB GH inh | SARS 3CLpro inh | Y pestis TopoI | VHR inh abs | Vc quorum ag | SSB-PriA inh
Cc1ccc(NC(=O)COn2nnc3ccc(S(=O)(=O)N(C)C)cc32)cc1F
→ -0.6 | -1 | -0.3 | 13 | · | 8 | -3 | 22 | -0.3 | -9
CN(CC1COc2ccccc2O1)C(=S)Nc1ccccc1 (stereo unspecified)
→ 1.8 | -11 | -2.1 | -1 | 3.2 | 1 | -6 | · | i | -5
COc1cccc(-c2oc3c(c2-c2ccc(Br)nc2)C(O)CCC3)c1 (stereo unspecified)
→ · | -6 | -0.8 | 8 | 2.7 | · | · | · | · | ·
Cc1noc(C)c1S(=O)(=O)N(C)C[C@H]1OCc2cnnn2CCCC(=O)N([C@H](C)CO)C[C@H]1C
→ · | -12 | -0.3 | -11 | 1.8&-0.7 | · | -2 | · | -0.7 | ·
CCOc1ccc2c(c1)C(N(CCN1CCOCC1)C(=O)Nc1ccc(OC)cc1OC)CC(C)(C)O2 (stereo unspecified)
→ -0.1 | 0 | -1.3 | 13 | 1.0 | 0 | 23 | 29 | -0.5 | -4
NS(=O)(=O)c1cc(C(=O)OC2CCOC2=O)ccc1Cl (stereo unspecified)
→ -0.4 | 5 | 3.0 | -7 | -0.3 | 7 | 5 | 20 | 0.1 | 0
Cn1c(CBr)c(C(=O)c2ccc([N+](=O)[O-])cc2)c(=O)n(C)c1=O
→ -0.3 | -4 | 1.2 | 3 | 0.4 | 5 | -4 | 0 | -0.6 | -6
COC(=O)c1ccc(/C=C/c2ccc3cccc(OC(C)=O)c3n2)cc1
→ 140* | -1 | 0.6 | 16 | · | 2 | 23 | -4 | -0.3 | -18
CCOC(=O)Cc1c(Sc2ccccc2)c2ccccc2n1C
→ -0.1 | -8 | -0.4 | 12 | 0.3 | 0 | 14 | 9 | i | -28
CC(CCc1ccccc1)NC(=O)COC(=O)C1=COCCO1 (stereo unspecified)
→ 0.6 | 9 | 0.9 | 0 | · | 0 | 1 | 25 | i | 0
CN(C)S(=O)(=O)c1ccc(C(=O)NCC2(N3CCOCC3)CCCCC2)cc1
→ -0.6 | -4 | -2.5 | -5 | 0.3 | · | 0 | · | i | -3
CC(C(=O)Nc1ccc([N+](=O)[O-])cc1Cl)N1CCN(S(=O)(=O)c2cccs2)CC1 (stereo unspecified)
→ -0.8 | -6 | -0.5 | 15 | 1.6 | · | -6 | · | i | -8
COCCNC(=O)/C(C#N)=C/c1ccc(C)o1
→ -1.2 | -4 | 0.2 | 7 | 1.1 | 5 | 2 | 6 | -0.3 | -2
c1cc(-c2n[nH]c(-c3ccncc3)n2)ccn1
→ 0.3 | 1 | 0.6 | 6 | -3.8 | -5 | -1 | · | -0.8 | -4
O=C(NNC(=O)c1cccs1)c1ccccc1
→ -1.3 | 4 | -1.1 | 11 | 3.7 | 7 | -2 | 13 | -0.2 | -14
CC(C)(C)NC(=O)NC(=O)CSc1ncccn1
→ 1.1 | -2 | -1.2 | 14 | 0.6 | 2 | 4 | 3 | -0.1 | -8
Cc1csc(Nc2ccccc2C(F)(F)F)n1
→ -1.0 | -6 | -0.6 | 5 | · | 0 | -2 | 11 | i | -28
Cc1ccc(C)c(S(=O)(=O)c2c(N)n(/N=C/c3ccco3)c3nc4ccccc4nc23)c1
→ 1.4 | 1 | 1.2 | -6 | 1.1 | 5 | 13 | -4 | -5.0 | ·
COc1ccccc1C(=O)NNS(=O)(=O)c1ccc(F)cc1
→ -0.7 | 21 | 4.2 | -13 | 0.3 | -3 | 9 | 10 | -0.3 | 5
Cc1ccc(/C=N/NC(=O)Cn2cnc3c2c(=O)n(C)c(=O)n3C)s1
→ -0.4 | -2 | -0.1 | 5 | 1.2 | 4 | 1 | -12 | -0.3 | ·
N#Cc1cn(-c2cccc(C(F)(F)F)c2)c(=O)[nH]c1=O
→ -1.0 | 4 | -4.1 | 15 | -1.2 | -7 | 3 | 20 | i | -15
COc1cccc(N(CC(=O)NC2CCCC2)C(=O)CCC(=O)Nc2nccs2)c1
→ 0.8 | 1 | -2.8 | 11 | 0.1 | -1 | 6 | 17 | -0.4 | 6
COC(=O)c1ccc(NC(=S)NCCc2ccccc2C)cc1
→ -0.7 | 0 | 0.0 | 6 | · | 1 | -2 | 13 | -0.3 | -19
CCOC(=O)c1c(NC(=O)CSc2nnc(-c3c[nH]c4ccccc34)n2CC)sc2c1CCCC2
→ -0.7 | -6 | 0.4 | 0 | 0.5 | 2 | 42 | -11 | -0.4 | -2
CC(NC(=O)C1=CC=CN2CCS(=O)(=O)N=C12)c1ccc(Cl)cc1Cl (stereo unspecified)
→ -0.4 | 1 | 1.4 | -23 | 1.4 | · | 5 | · | i | -5
COc1cc(NC(=O)c2cc(=O)[nH]c3ccc(S(=O)(=O)N4CCOCC4)cc23)cc(OC)c1
→ 0.2 | -2 | 5.2 | 4 | 1.5 | · | -13 | · | 3.7 | 9
O=C(NCCNC(=O)c1ccc(Br)o1)c1cccnc1
→ -1.0 | -3 | -3.5 | -14 | 1.4 | 1 | 4 | 27 | i | -4
CC1CCN(S(=O)(=O)c2ccc3c(c2)N(CC(=O)NCCCN2CCCC(C)C2)C(=O)CO3)CC1 (stereo unspecified)
→ -1.0 | -4 | 1.9 | -8 | 2.2 | -2 | 1 | 16 | 2.9 | -4
O=C(CCc1nnc2ccc(NCc3ccccc3Cl)nn12)NC1CCCCC1
→ -1.0 | 1 | 1.0 | 10 | -1.5 | -4 | -3 | 32 | -7.1 | -5
NC(=S)Nc1ccc(F)c(F)c1F
→ -0.4 | -16 | -1.5 | -15 | 0.0 | 2 | -3 | 24 | -0.8 | -8
N#C/C(=N\Nc1ccc([N+](=O)[O-])cc1)C(N)=S
→ -2.0 | -2 | 0.5 | 15 | 0.4 | 9 | -7 | -4 | -0.4 | ·
COc1cc(/C=N/NC(=S)NC2CC3C=CC2C3)cc(OC)c1OC (stereo unspecified)
→ 0.6 | -8 | -9.3 | -6 | 0.7 | -4 | 4 | 0 | -0.5 | ·
O=C(O)CCc1nn2cnc3sc4c(c3c2nc1=O)CCCC4
→ 2.0 | -1 | -0.1 | -2 | · | 1 | 9 | -16 | i | -4
O=C(Nc1ccccc1)C1=C[C@H](c2ccc3c(c2)OCO3)C[C@H](OCc2ccc(CO)cc2)O1
→ -3.2 | -6 | -0.1 | 4 | -5.3&0.2&1.5 | 3 | 3 | 7 | i | -9
CN(CC(=O)Nc1ccccc1Cl)C(=O)CSc1nnc(N)s1
→ 0.5 | -4 | 0.5 | 16 | 0.5 | · | -3 | · | i | -7
CCC(=O)N(Cc1cc2ccccc2[nH]c1=O)c1ccccc1OC
→ -0.2 | -20 | -0.9 | -3 | -2.4 | 10 | 0 | 0 | i | -3
CC(=O)Nc1ccc(NC(=O)C(C)OC(=O)c2cc(S(=O)(=O)N(C)C)ccc2N2CCCC2)cc1 (stereo unspecified)
→ -1.1 | -1 | -0.3 | -3 | -1.0 | · | -1 | · | -0.6 | -4
CCN1CCc2nc(NC(=O)C(c3ccccc3)c3ccccc3)sc2C1
→ -1.1 | -2 | 1.8 | 6 | · | 2 | 0 | 0 | i | 4
O=C(c1ccc(Cl)cc1)N(Cc1cccs1)C1CCS(=O)(=O)C1 (stereo unspecified)
→ -1.4 | 0 | -1.2 | 4 | · | -3 | 4 | 17 | -1.2 | -27
